Screening results as filed in PubChem.
S3 lipid droplet = qHTS Assay for Lipid Storage Modulators in Drosophila S3 Cells; Drosophila S3 cells, BODIPY lipid droplet fluorescence, 18-24 h; cells fed with added oleic acid; lipid storage change, negative = inhibition, % at the top dose, mostly 46.1 µM; hits show Potency in µM; 320,000 tested, 0.64% active; AID 2685, 2010; active means well fitted inhibition curve with a large enough effect in the signal ratio, with a control signal flat, not every such curve was filed as active; inconclusive means small, poorly fitted or top-dose-only effect, or effect the other way, or a change in a side signal; the % refers to the signal ratio
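Drosophila S3 cells got compounds at several concentrations plus oleic acid (400 uM solution). Laser-scanning cytometry with 488 nm excitation read lipid droplets at 500-530 nm and cells at 575-640 nm. Percent activity was relative to 20 uM Triacsin C.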
S3 lipid droplet cell count max = second read-out of S3 lipid droplet, no call of its own (marks repeat the call); cell number change, %; measured here: cell count max response;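 cells counted by Cell Tracker Red CMTPX staining in the red channel; peak over a dose series mostly up to 46.1 µM; percent activity relative to internal control wells on each plate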
Active calls of the source: *; i = inactive; ? = inconclusive; . = not tested or not shown. On the % scale 0 is the no-effect control and ±100 the full control effect; potency means the concentration at half of the fitted maximal effect.

S3 lipid droplet | S3 lipid droplet cell count max | SMILES
? | . | Cc1nn(CC(=O)NC(C)c2ccccc2)c(=O)c2ccccc12 (stereo not given)
? | . | CC(C)(C)C(=O)CSc1ncccn1
? | . | CC(C)(C)c1cc(/C=N/NC(=O)Cc2nc3ccccc3[nH]2)cc(C(C)(C)C)c1O
? | . | Cc1cc(C(=O)NNC(=O)CN2C(=O)NC3(CCCCC3)C2=O)c(C)o1
? | . | Cc1ccc(S(=O)(=O)N(Cc2cc3ccc(C)cc3[nH]c2=O)c2ccccc2)cc1
? | . | CCC(C)(C)NC(=O)C(c1ccccc1Cl)N(Cc1cccnc1)C(=O)CCC(=O)Nc1cc(C)on1 (stereo not given)
4.6µM* | -10* | CC(C)CC(=O)Nc1ccc(C(=O)CN2CCN(c3ccc(O)cc3)CC2)cc1
? | . | CC1CN(/C(=N\S(=O)(=O)c2ccccc2)c2ccccc2)CC(C)O1 (stereo not given)
-1% | . | COc1ccc(C2CC(=O)C=C(NC3CCCC3)C2)cc1 (stereo not given)
? | . | CCOC(=O)N1CCC(NC(=O)c2ccc3c(=O)n4c(nc3c2)CCCC4)CC1
? | . | OCCN(CCO)CC(O)CN1c2ccccc2Sc2ccccc21 (stereo not given)
? | . | CC(C)(C)NC(=O)NC(=O)CSc1ccc(S(=O)(=O)N2CCOCC2)cn1
-22% | -5 | CCCCn1c(N)c(N(CCOC)C(=O)c2ccc(Br)o2)c(=O)[nH]c1=O
i | 11 | O=C(CCC(=O)N1CCc2ccccc21)Nc1ccccc1
? | . | Cc1cc2ncn(S(=O)(=O)N3CCCCC3)c2cc1C
? | . | O=C(Oc1ccc([N+](=O)[O-])cc1)c1ccc2ccccc2n1
? | . | O=C(N/N=C/c1ccoc1)c1ccc(Br)cc1
? | . | COc1cccc(-c2sc3ccc(OC)cc3c2C#CCCO)c1
? | . | COc1ccc(NC(=O)C2CCCN(C(=O)Nc3ccc(F)cc3)C2)cc1 (stereo not given)
-5% | 2 | COc1cccc(C(=O)N2c3cc(C)ccc3OCC2C(C)(C)C)c1 (stereo not given)
? | . | CC1CN(S(=O)(=O)c2cccc(C(=O)N(C)C3CCN(C)CC3)c2)CC(C)O1 (stereo not given)
? | . | Cc1ccc(S(=O)(=O)N2CCN(C(=O)C(C)Cn3cncn3)CC2)cc1C (stereo not given)
? | . | COc1cccc(OCC(=O)O)c1
? | . | CC(=O)N1N=C(c2cccc(Cl)c2)OC1c1ccc(C(C)C)cc1 (stereo not given)
21% | 15 | CC(=O)c1ccc(N2Cc3ccccc3C2=NC(=O)c2cccs2)cc1
i | 25 | Oc1c(Cl)cc(Cl)cc1/C=N/c1nccs1
? | . | NS(=O)(=O)c1ccc(CCNC(=O)CN2CCC(Cc3ccccc3)CC2)cc1
? | . | CN(C)S(=O)(=O)c1ccc(N2CCCC2)c(C(=O)OCC(=O)NC2(C#N)CCCCC2)c1
? | . | NNC(=O)c1ccc(CSc2nc3ccccc3s2)cc1
? | . | COc1ccc(CNCCc2ccc(Cl)cc2)cc1OCc1ccccc1

Continued.
S3 lipid droplet | S3 lipid droplet cell count max | SMILES
? | . | CCOC(=O)c1ccc(Nc2nc(C)nc3c2nnn3Cc2ccccc2)cc1
-12% | -6 | Cc1ccc(C(=O)NC2(O)C(=O)c3ccccc3C2=O)cc1C
? | . | Cc1ccc(NC(=O)CCC(=O)N2CCC(C)CC2)c([N+](=O)[O-])c1
? | . | CC(C)(C)N(CC#CCC(O)(c1ccccc1)C1CCCC1)CCO (stereo not given)
5% | 3 | N=c1oc2ccc([N+](=O)[O-])cc2cc1C(=O)NCc1ccccc1
21% | 7 | Oc1ccc(C(=S)N2CCN(c3cccc(Cl)c3)CC2)cc1
3% | 7 | COc1cccc(OC)c1C(=O)NC(=O)Nc1c(F)c(F)c(F)c(F)c1F
20% | 5 | O=C(NCc1cccc(Cl)c1)c1ccc2nc[nH]c2c1
? | . | COc1cc(NC(=O)c2ccc(Br)o2)ccc1NC(=O)c1ccccc1Cl
? | . | Cc1occc1C(=O)OCC(=O)Nc1ccc(F)cc1
? | . | Cc1ccc(CNC(=O)CN2C(=O)NC(C)(c3ccccc3Cl)C2=O)cc1 (stereo not given)
? | . | CCOC(=O)CCN(Cc1cccs1)S(=O)(=O)c1ccc(F)cc1
? | . | Cn1c(CSCc2ccc(Cl)cc2)nnc1SCC(=O)Nc1nc2ccccc2s1
-14% | -17 | O=C(CCNc1ccc(Cl)cc1)c1cccs1
5% | 6 | [O-]/[N+](=C\c1ccc(OC(F)F)cc1)c1ccccc1
? | . | CC(=O)N1c2ccc(S(=O)(=O)N3CCCC3)cc2CC1C(=O)NCc1ccc(OC(C)C)cc1 (stereo not given)
-18% | 1 | O=C(Cn1nc(C(F)(F)F)c2c1CCCCC2)N1CCOCC1
? | . | CN(CC(=O)Nc1ccccc1C(F)(F)F)C(=O)c1ccc2c(=O)n3c(nc2c1)CCC3
? | . | O=C(C1CCCN1C(=O)c1cccs1)N1CCc2ccccc21 (stereo not given)
? | . | Cc1cc(C)c(C)c(C(=O)CSc2nnc(-c3ccc4[nH]c(C)c(C)c4c3)o2)c1C
? | . | CC(=O)c1ccc(N2CCN(S(=O)(=O)c3ccc4c(c3)CC(C)N4C(=O)C3CC3)CC2)cc1 (stereo not given)
4% | -14 | COc1ccc(C)cc1N(CC(N)=O)S(=O)(=O)c1ccc(C)cc1
? | . | CCCN(CCC)CCNC(=O)c1cc2c(=O)n(CC)c3ccccc3c2s1
25% | 19 | Cc1ccc2nc(SCC(=O)Nc3ncccn3)[nH]c2c1
2% | 9 | CC(C)c1nc2c(c(=O)c3ccccc3n2C)c(=O)n1CCc1ccccc1
? | . | COc1ccc2[nH]c3ccccc3c2c1
? | . | O=C(Oc1cc(Cl)ccc1Cl)c1ccc(N2CCOCC2)c([N+](=O)[O-])c1
? | . | CSC(=O)NC(=O)NC(=O)c1ccc([N+](=O)[O-])cc1
? | . | O=C(O)CCc1ccc(-c2ccccc2)n1NC(=O)c1sc2ccccc2c1Cl
? | . | CCSc1nnc(N2C(=O)C(O)=C(C(=O)c3ccco3)C2c2cccc(OC)c2)s1 (stereo not given)

A draw from above in order of SMILES length, descending:
S3 lipid droplet | S3 lipid droplet cell count max | SMILES
3% | 7 | COc1cccc(OC)c1C(=O)NC(=O)Nc1c(F)c(F)c(F)c(F)c1F
? | . | COc1cc(NC(=O)c2ccc(Br)o2)ccc1NC(=O)c1ccccc1Cl
25% | 19 | Cc1ccc2nc(SCC(=O)Nc3ncccn3)[nH]c2c1

Profiles, looked up by structure. Order of screens: S3 lipid droplet, S3 lipid droplet cell count max
Cc1ccc(S(=O)(=O)N2CCN(C(=O)C(C)Cn3cncn3)CC2)cc1C (stereo not given) is listed as ?, .
CCOC(=O)N1CCC(NC(=O)c2ccc3c(=O)n4c(nc3c2)CCCC4)CC1 is listed as ?, .
CC(=O)c1ccc(N2Cc3ccccc3C2=NC(=O)c2cccs2)cc1 is listed as 21%, 15
OCCN(CCO)CC(O)CN1c2ccccc2Sc2ccccc21 (stereo not given) is listed as ?, .
COc1ccc2[nH]c3ccccc3c2c1 is listed as ?, .

Carrying on:
S3 lipid droplet | S3 lipid droplet cell count max | SMILES
? | . | O=C(c1ccc2nsnc2c1)N1CCN(c2ccc([N+](=O)[O-])cc2)CC1
10% | -7 | C/C(=N/NC(=O)C1CCCC1)c1ccc(NC(=O)C(F)(F)F)cc1
-26% | -3 | COC(=O)Cc1cnc(NC(=O)C2C3CCC(C3)C2C(=O)O)s1 (stereo not given)
? | . | O=C(NCCN1CCNC1=O)C1CCC(=O)N(CCc2ccc(Cl)cc2)C1 (stereo not given)
1% | 3 | Cc1[nH]n(-c2ccc(F)cc2)c(=O)c1C=Nc1ccc(S(=O)(=O)N(C)C)cc1
i | 29 | O=C(NCCc1cnc[nH]1)c1ccc(-c2ccccc2)cc1
? | . | COCCCn1c(C(=O)Nc2ccc3c(c2)OCO3)cc2c(=O)n3ccccc3nc21
14% | 15 | NC(=O)N/N=C/c1cn(-c2ccccc2)nc1-c1ccccc1
3% | 14 | COc1cc(/C=C/C2=NNC(=O)CC2)cc(OC)c1OC
1% | . | CCc1cc2c(N3CCN(C(=O)c4ccco4)CC3)ncnc2s1
7% | 8 | CCc1c(C(=O)NN2C(=O)C3CCCCC3C2=O)csc1C (stereo not given)
? | . | CN1/C(=C\C(=O)C[n+]2cccc(Br)c2)C(C)(C)c2ccccc21
19% | . | O=c1c2ccc([N+](=O)[O-])cc2ncn1Cc1ccccc1C(F)(F)F
5% | 5 | CC(C)NC(=O)c1ccc(-n2nc(C(F)(F)F)c3c2CCCC3)cc1
-7% | 18 | CC(C)(C)NC(=O)C(c1ccc(O)cc1)N(Cc1ccccc1)C(=O)CCC(=O)Nc1nccs1 (stereo not given)
? | . | COc1ccc(C(=O)N(CC2CCCO2)C(C(=O)NCCC(C)C)c2ccc(C)cc2)cc1OC (stereo not given)
? | . | NC(=O)C1(C(N)=O)OC1c1ccc(Cl)c(Cl)c1 (stereo not given)
? | . | O=c1c(C(c2nnnn2C2CCCCC2)N2CCCCC2)coc2ccc(Cl)cc12 (stereo not given)
? | . | COc1cc(C(C)=O)ccc1OCC(=O)Nc1ccc2nc(C)sc2c1
? | . | N#Cc1sc2nc3c(c(-c4ccco4)c2c1N)CCCC3
-8% | -21 | Cc1ccccc1C(=O)NCCCc1ccccc1
? | . | Cc1ccc(S(=O)(=O)N2CCN(C(=O)CSc3nnc(C)s3)C2)cc1
i | 17 | CCCCC(CC)CNCc1cccn1CCN1CCOCC1 (stereo not given)
-13% | -19 | Clc1ccc(OCc2nnc(SCc3nnc(-c4ccccc4)o3)o2)c(Cl)c1
? | . | CC(C)NC(=O)C(=O)NCCc1ccc(Cl)cc1
? | . | O=C(Cc1csc(-c2ccccc2)n1)NCc1ccco1
? | . | Cc1[nH]c2ccc(CNS(=O)(=O)c3ccc(S(=O)(=O)N4CCOCC4)cc3)cc2c1C
? | . | CCOc1ccc(/C(CCC(=O)O)=N/NC(=S)NCCc2ccccc2)cc1
? | . | CNC(=O)NCCN1CCCC1=O
? | . | COc1cc(C)nc(OCCNC(=O)COc2ccc(Cl)cc2C)n1

Reformatted with each value named: part of the list above.
mol: [O-]/[N+](=C\c1ccc(OC(F)F)cc1)c1ccccc1
  S3 lipid droplet: 5%; S3 lipid droplet cell count max: 6
mol: CC(=O)N1c2ccc(S(=O)(=O)N3CCCC3)cc2CC1C(=O)NCc1ccc(OC(C)C)cc1 (stereo not given)
  S3 lipid droplet: ?; S3 lipid droplet cell count max: .
mol: O=C(Cn1nc(C(F)(F)F)c2c1CCCCC2)N1CCOCC1
  S3 lipid droplet: -18%; S3 lipid droplet cell count max: 1
mol: CN(CC(=O)Nc1ccccc1C(F)(F)F)C(=O)c1ccc2c(=O)n3c(nc2c1)CCC3
  S3 lipid droplet: ?; S3 lipid droplet cell count max: .

(listing goes on)
S3 lipid droplet | S3 lipid droplet cell count max | SMILES
-12% | -31 | CC(C)CN1C(=O)C(=O)N(CC(=O)NC2CCCc3ccccc32)C1=O (stereo not given)
? | . | CCc1cn(C2CC(O)C(CO)O2)c(=O)[nH]c1=O (stereo not given)
-8% | -6 | Clc1ccc(CN2CCSCC2)c(Cl)c1
? | . | Cc1cccc(C)c1NC(=O)CNCC(=O)N(C)C
? | . | O=C(Nc1cccc(C(=O)N2CCOCC2)c1)NC1CCCCC1
i | -5 | CC(C)c1cc(C(=O)N/N=C/c2cccnc2)cs1
? | . | Cc1ccc(C(=O)/C=C/c2c(C)nn(-c3ccccc3)c2Cl)cc1
? | . | Cc1csc(=O)n1CCC(=O)OCC(=O)c1c(N)n(CC(C)C)c(=O)n(C)c1=O
? | . | COc1ccc(COC(=O)c2ccc(Cl)c(S(=O)(=O)N3CCOCC3)c2)cc1F
? | . | CCOc1ccc(NC(=O)CN(C)C(=O)CCCc2c[nH]c3ccccc23)cc1OCC
? | . | O=C(COc1cccc(Cl)c1)Nc1ccccc1N1CCCCC1
? | . | COc1ccc(CCOC(=O)c2ccc(NC(=O)CC#N)cc2)cc1
? | . | CC(C)(C)C1CCc2onc(C(=O)Nc3ccc4c(c3)OCO4)c2C1 (stereo not given)
? | . | Cc1cc(Cl)c(C)c(S(=O)(=O)Oc2ccccc2NC(=O)CCC(=O)O)c1Cl
15% | -3 | O=C1c2ccccc2C(=O)N1CN(C(=O)COc1ccccc1)c1ccccc1
? | . | CS(=O)(=O)N(CC(=O)N1CCCCCC1)c1cccc([N+](=O)[O-])c1
-15% | 31 | COc1ccc(CN2CCC(Oc3cc(C(=O)NC4CC4)ccc3OC)CC2)c(O)c1
-11% | 8 | CC1CCN(S(=O)(=O)c2ccc(NC(=O)[C@@H]3CCCN3C(=O)c3cccs3)cc2)CC1
? | . | COc1cc(SC)ccc1C(=O)N1CC(C)OC(C)C1 (stereo not given)
? | . | O=[N+]([O-])c1ccc(O)c2ncccc12
10% | 8 | N#Cc1cc(N)ccc1-n1cccc1
? | . | COc1ccc(CNCCc2ccc([N+](=O)[O-])cc2)c(OC)c1OC
? | . | O=C1N(c2ccccc2C(F)(F)F)OC1(Cc1ccccc1)c1ccccc1 (stereo not given)
-4% | 4 | CN(C(=S)NC(=O)C1CC1)c1ccc(O)cc1
i | 12 | C[C@@H]1CCC(=O)N(C[C@@H](C)CSc2ccccc2)CC1
? | . | COC(=O)N/N=C(\CCC(=O)O)c1cccs1
-3% | -14 | Cn1ccnc1Sc1nc2ccccc2nc1NS(=O)(=O)c1ccccc1
? | . | Cc1cccc(N2C(=O)CC(N3CCN(C(=O)c4ccccc4)CC3)C2=O)c1 (stereo not given)
? | . | COc1cc(/C=C2\SC(=S)N(CCC(=O)NCCc3ccccc3)C2=O)cc(OC)c1OC
12% | 2 | Cc1ccc(C(O)(C(=O)NNc2ccccn2)c2ccc(C)cc2)cc1
13% | -8 | O=C(NC(=S)Nc1cccc2cnccc12)c1ccccc1

An excerpt (hit frequency here may not be typical).
